Screening results (PubChem)
Plk1 PBD FP = Plk1 polo box domain binding inhibitors, primary screen, biochemical, fluorescence polarization; inhibition, %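 (tested at about 20 µM)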; AID 693, 2007; Serine/threonine-protein kinase PLK1 (Homo sapiens), P53350; Plk1 PBD phosphopeptide binding; actives 0.13% (n = 97,000); in the data active = inhibition above about 34%, passing the limit was not always enough
CD11b adhes enh = enhancers of CD11b/CD18 adhesion to fibrinogen, primary screen, K562 cells, luminescence; Integrin beta-2 (Homo sapiens) + Integrin alpha-M (Homo sapiens), P05107+P11215; ATPlite luminescence; activation, % at 10 µM; actives 0.07% (n = 93,000); AID 1499, 2009;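 active = 10 µM primary screen giving 50% or more activity, confirmed by 40% or more on retest at that dose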; also: strong numbers were not always called active
Target sequence (P05107 whole entry, looked up, other chains not shown): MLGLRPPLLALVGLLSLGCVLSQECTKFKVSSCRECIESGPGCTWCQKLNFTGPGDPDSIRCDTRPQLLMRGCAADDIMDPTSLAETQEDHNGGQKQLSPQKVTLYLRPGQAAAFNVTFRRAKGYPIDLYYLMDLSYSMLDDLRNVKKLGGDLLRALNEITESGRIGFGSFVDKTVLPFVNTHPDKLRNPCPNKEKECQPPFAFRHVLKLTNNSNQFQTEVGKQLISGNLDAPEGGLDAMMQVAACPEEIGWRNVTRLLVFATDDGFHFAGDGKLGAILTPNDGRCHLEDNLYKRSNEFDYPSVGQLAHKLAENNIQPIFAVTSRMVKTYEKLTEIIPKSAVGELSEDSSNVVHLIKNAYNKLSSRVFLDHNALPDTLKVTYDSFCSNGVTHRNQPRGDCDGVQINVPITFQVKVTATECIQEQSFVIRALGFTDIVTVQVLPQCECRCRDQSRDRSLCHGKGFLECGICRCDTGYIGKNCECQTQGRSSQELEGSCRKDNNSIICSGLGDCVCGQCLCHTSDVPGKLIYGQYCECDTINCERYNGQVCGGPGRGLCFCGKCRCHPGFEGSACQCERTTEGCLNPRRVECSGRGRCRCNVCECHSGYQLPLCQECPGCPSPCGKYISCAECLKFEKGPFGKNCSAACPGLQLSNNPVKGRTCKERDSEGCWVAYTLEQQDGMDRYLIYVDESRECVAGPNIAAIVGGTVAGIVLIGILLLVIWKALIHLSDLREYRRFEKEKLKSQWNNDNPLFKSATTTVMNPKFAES
ERa coact inh = ERα–SRC-1 coactivator interaction inhibitors, primary screen, biochemical, TR-FRET, ERα LBD, estradiol-bound; inhibition, % at 25.6 µM; actives 1.7% (n = 86,000); TR-FRET ER-alpha LBD / SRC-1 peptide; in the data active = inhibition above about 50%;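 also: 0% = receptor plus peptide control and 100% = peptide only without receptor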
ERb SRC1 inh = inhibitors of ERβ-SRC1 coactivator interaction, primary screen, biochemical, TR-FRET, ERβ LBD, SRC-1 peptide; Estrogen receptor beta (Homo sapiens), Q92731; TR-FRET ER-beta LBD / SRC1-Cy5 peptide binding; receptor agonist-loaded with 1 µM estradiol; inhibition, % at 25.6 µM; actives 1.3% (n = 86,000); AID 633, 2007;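 active = compounds whose percent inhibition of the receptor-coactivator binding signal exceeds about 50% in the single-dose screen, limit read from the data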;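 also: 0% = receptor plus peptide wells without compound and 100% = peptide-only wells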
ERa SRC1 pot = enhancers of ERα–SRC-1 coactivator binding, primary screen, biochemical, TR-FRET, ERα LBD, low estradiol; Estrogen receptor (Homo sapiens), P03372; TR-FRET ERalpha-LBD/SRC-Cy5 coactivator binding, 2 h; 100 = basal binding, no effect; coactivator binding (% of control), % at 25.6 µM; actives 1.3% (n = 86,000); AID 639, 2007; in the data active = activity above about 200%;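 also: binding measured in presence of low estradiol as agonist stimulus; 0% = peptide alone without receptor and 100% = receptor with peptide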
PLK1 kinase inh = human PLK1 kinase inhibitors, primary screen, biochemical, TR-FRET; recombinant PLK1 kinase, TR-FRET peptide phosphorylation; AID 619, 2007; inhibition, % at 10 µM; actives 0.53% (n = 97,000);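 active = inhibition of 50% or more in the single-concentration screen; inactive = inhibition below 50%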;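 also: 0% = DMSO max control and 100% = H-89 dihydrochloride min control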
Rev-RRE block = HIV-1 Rev-RRE binding inhibitors, primary screen, biochemical, FRET, protein-RNA interaction. P05866. Rev peptide-RRE RNA binding. inhibition, % at 8 µM. actives 0.79% (n = 97,000);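 active = inhibition above the screen-wide mean plus 3 SD, cut at about 35% in these data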;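 also: 0% = median DMSO wells and 100% = median Neomycin B control wells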
Target sequence (P05866 whole entry, looked up): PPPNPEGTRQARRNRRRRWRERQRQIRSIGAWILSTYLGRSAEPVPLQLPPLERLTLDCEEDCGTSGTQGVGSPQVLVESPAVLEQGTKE
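Test system – labelled RRE RNA duplex and labelled Rev peptide · Signal – fluorescein-to-Cy5 FRET, 480 nm excitation · Evaluation – % inhibition of FRET ratio versus controls · Benchmarks – DMSO low control, neomycin B high control · Incubation – 5 min RNA-compound premix plus 15 min binding step, 25 °C · Medium – HEPES pH 7.5 salt buffer with EDTA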
CD11b adhes inh = inhibitors of CD11b/CD18 adhesion to fibrinogen, primary screen, K562 cells, luminescence; Integrin beta-2 (Homo sapiens) + Integrin alpha-M (Homo sapiens), P05107+P11215; ATPlite luminescence; Mn2+ added to activate the integrin; inhibition, % at 10 µM; actives 0.54% (n = 93,000);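 active = primary inhibition of 50% or more at 10 µM, then 40% or more on retest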; also: some results filed as inactive read as strong as hits
FAK inh = FAK kinase inhibitors, primary screen, biochemical; inhibition, %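 (tested at 7 µM)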; Focal adhesion kinase 1 (Homo sapiens), Q05397; biochemical FAK kinase activity assay; actives 0.84% (n = 97,000); in the data active = inhibition above about 19%;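 also: 0% = DMSO and 100% = reference compound high control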
Starred values were filed as active, the others as inactive; / = not tested or not shown; [ ] = dose if it differs, or a comment.

SMILES	Plk1 PBD FP	CD11b adhes enh	ERa coact inh	ERb SRC1 inh	ERa SRC1 pot	PLK1 kinase inh	Rev-RRE block	CD11b adhes inh	FAK inh
O=C(CN1C(=O)c2cccc3cccc1c23)Nc1ccc(S(=O)(=O)Nc2nccs2)cc1	-23	-2	1	3	96	-8	-4	-11	-1
Cc1c(C(=O)NCC2CCCO2)sc2nc(-c3ccc(F)cc3)cn12 (stereo not drawn)	/	0	-4	-10[fluorescence artefact?]	103[fluorescence artefact?]	/	/	-7	/
Cc1cc(C)cc(NC(=O)N2CCC(NC(=O)c3ccc(F)cc3)CC2)c1	-5	-2	-2	0[fluorescence artefact?]	123	-11	7	10	1
CCCCn1nc2cc(C(=O)NCC34CC5CC(CC(C5)C3)C4)ccc2c1OC	34	/	/	/	/	-7	1	/	-2
COC(=O)c1ccccc1NC(=O)Oc1ccc(C(C)C)cc1	-23	/	/	/	/	-7	7	/	-8
COCCNc1ncnc2nc[nH]c12	-18	-5	-1	4[fluorescence artefact?]	93	21	9	-4	6
O=C(CCN1CCCCC1)NCNC(=O)CCN1CCCCC1	2	0	3	16[fluorescence artefact?]	97	-2	0	-26	-12
CCCn1c(C)nc2c(c1=O)c1nc3ccccc3nc1n2CCC1=CCCCC1	-10	62*	31	22	170[fluorescence artefact?]	-9	1	0	4
O=C(c1cc2nc(-c3ccco3)cc(C(F)(F)F)n2n1)N1CCN(c2ccccn2)CC1	3	2	6	10	84	-5	-3	-10	-1
Clc1ccc(-n2cnnn2)cc1	9	0	-1[fluorescence artefact?]	-4	105	-14	7	-41	3
CC(C)NC(=O)C1CCCN(S(=O)(=O)c2cccs2)C1 (stereo not drawn)	12	-1	-7	-1	115	3	9	10	0
COc1ccccc1OCC(=O)Nc1ccc(C(N)=O)cc1	28	0	/	/	/	-12	3	-5	1
CC(C)c1nc(SCC(=O)Nc2nc3c(s2)CCCC3)c2ccccc2n1	10	-3	/	/	/	-2	10	57	20*
CCN1CCN(CC(=O)c2c(C)n(C)c3ccc(OC)cc23)CC1	1	1	/	/	/	-2	-3	-12	0
CC(C)OC(=O)CC(=O)CSc1nc2c(cc1C#N)CCCCCC2	8	-3	-2	-9	100	-17	19	-5	3
O=c1cc(N2CCC3(CC2)OCCO3)[nH]c(=O)n1C1CCCCC1	-4	1	-11	13	106	-1	-2	-5	1
Cc1nnc(NC(=O)CSCc2ccccc2)s1	17	-3	4[fluorescence artefact?]	0[fluorescence artefact?]	111[fluorescence artefact?]	-12	8	25	-1
Clc1ccccc1-c1nn2c(-c3ccncc3)nnc2s1	17	-3	4	13	100	17	12	-3	2
Cc1c(Cl)cccc1NC(=S)NCc1ccccc1	-25	/	/	/	/	-5	3	/	9
Cc1ccc(C(c2nnnn2Cc2ccccc2)N2CCN(Cc3ccccc3)CC2)cc1 (stereo not drawn)	26	/	1	-8	104	-7	6	/	8
CC1CN(c2c3c(nc4ncnn24)CCCC3)CC(C)O1 (stereo not drawn)	-6	11	1	-7	105	-13	1	-47	0
c1ccc(CN(Cc2ccco2)C(c2ccncc2)c2nnnn2C2CCCC2)cc1 (stereo not drawn)	29	-2	2[fluorescence artefact?]	4[fluorescence artefact?]	61	-18	8	-20	1
O=C(O)CN1CCCC1=Nc1ccccc1	21	-3	-3	-9	96	-4	11	3	0
Cc1ccc(NC2=Nc3ccccc3CS2)cc1	-7	-6	5[fluorescence artefact?]	6[fluorescence artefact?]	127[fluorescence artefact?]	-3	6	47	0
C=CCc1ccccc1OCC(=O)OCCNC(=O)c1cccnc1	-35	-3	/	/	/	0	5	-16	-4
COc1ccc(OC)c(C(O)c2nc3ccccc3n2C(C)C)c1 (stereo not drawn)	12	5	-1	-17	98	-15	2	-1	5
c1ccc(Cn2c(NCc3ccco3)nc3ccccc32)cc1	-20	4	-2	-10	122	-7	5	-11	5
CCOc1ccccc1N1CCN(S(=O)(=O)c2cccs2)CC1	19	-4	2	2	103	-15	8	0	-1
N=c1n(CCN2CCCCC2)c2ccccc2n1CC(O)COc1ccccc1 (stereo not drawn)	-2	-4	-5	-2	98	-11	4	6	-1
CCOC(=O)Cc1csc(NC(=O)c2c(-c3ccccc3)noc2C)n1	18	-1	-5	0	126	-11	3	-5	0
Cc1ccc(N2CCN(c3ccc(C)cc3)C2c2cccnc2)cc1	2	-6	7	-4	113	-11	4	43	-1
O=C(O)CCNC(=O)c1ccc(Br)o1	/	0	18	7[fluorescence artefact?]	119	/	/	4	/
Cc1nnc(SCC(=O)Nc2ccccc2)[nH]c1=O	9	-5	-3	-5[fluorescence artefact?]	98	-1	12	-3	-2
COc1cccc(/C=N/NC(=O)c2[nH]c(C)c(C(=O)N/N=C/c3cccc(OC)c3O)c2C)c1O	20	47	/	/	/	-14	10	2	1
Cn1c(CN2CCCCC2)nc2cc(NC(=O)c3ccccc3)ccc21	7	3	8	14	92	-3	4	-16	1
Cc1ccc(-c2nc(CS(=O)(=O)CC(=O)N3CCc4ccccc4C3)c(C)o2)cc1	/	-5	2	-8	109	/	/	32	/
Cc1ccc2oc(=O)c3cnn(CC(=O)N4CCCCCC4)c3c2c1	-16	2	0	-11	95	-4	1	-5	-2
CCOC(=O)c1ccc(NC(=O)CC2C(=O)N(c3ccccc3)C(=O)N2CCCOC)cc1 (stereo not drawn)	-2	0	1	5	145[fluorescence artefact?]	-4	5	2	-2
Cn1c(=O)c2c(nc(NCc3ccc4c(c3)OCO4)n2Cc2ccccc2)n(C)c1=O	-16	/	-13	-18	118	-2	4	/	1
COc1ccccc1-c1n[nH]c2c1[C@H](C)CC[C@H]2C(C)C	-17	-2	/	/	/	-7	8	-4	6
C=CC(=O)NC(C)(C)Cc1ccccc1	6	/	-4	2	111	-9	4	/	1
O=c1[nH]c2ccccc2nc1N1CCOCC1	-7	-3	-10	-8	96	-7	8	-6	2
COc1ccc(-n2c(Cc3cc(=O)[nH]c(=O)[nH]3)nnc2SCC(=O)Nc2ccccc2)cc1	15	2	2	18[fluorescence artefact?]	83	-8	5	0	0
Cc1cc(C)n2nc(SCc3nnc(SCc4ccccc4C)s3)nc2n1	-20	0	/	/	/	-6	9	-24	-2
Cc1ccn(-c2ccc([N+](=O)[O-])cc2)n1	37	-6	/	/	/	-10	7	-21	10
CC(=O)c1cc(-c2nc3ccccc3n2C)n(C)c1	-3	0	-1	-7	98	-4	9	-2	1
Cc1cc(=O)oc2cc(OCC(=O)N3CCOCC3)ccc12	-8	/	0	6	71[fluorescence artefact?]	-8	4	/	4
O=C(COc1ccccc1)N(Cc1cc2ccccc2[nH]c1=O)CC1CCCO1 (stereo not drawn)	/	5	-1	-3	121	/	/	7	/
CCn1nc(C(=O)OCC(=O)N2CCc3ccccc32)c2ccccc2c1=O	15	3	-4	2[fluorescence artefact?]	101	-6	7	3	-5
CC1CC(=O)c2cnc(N)nc2C1 (stereo not drawn)	-1	/	7	0	105	-1	5	/	-1

Record cards, as listed above. Order of values: Plk1 PBD FP | CD11b adhes enh | ERa coact inh | ERb SRC1 inh | ERa SRC1 pot | PLK1 kinase inh | Rev-RRE block | CD11b adhes inh | FAK inh
`CCn1nc(C(=O)OCC(=O)N2CCc3ccccc32)c2ccccc2c1=O` reads 15 | 3 | -4 | 2[fluorescence artefact?] | 101 | -6 | 7 | 3 | -5
`CC1CC(=O)c2cnc(N)nc2C1` (stereo not drawn) reads -1 | / | 7 | 0 | 105 | -1 | 5 | / | -1
`C=CC(=O)NC(C)(C)Cc1ccccc1` reads 6 | / | -4 | 2 | 111 | -9 | 4 | / | 1
`COc1ccc(-n2c(Cc3cc(=O)[nH]c(=O)[nH]3)nnc2SCC(=O)Nc2ccccc2)cc1` reads 15 | 2 | 2 | 18[fluorescence artefact?] | 83 | -8 | 5 | 0 | 0
`O=c1[nH]c2ccccc2nc1N1CCOCC1` reads -7 | -3 | -10 | -8 | 96 | -7 | 8 | -6 | 2

Next compounds follow.
SMILES	Plk1 PBD FP	CD11b adhes enh	ERa coact inh	ERb SRC1 inh	ERa SRC1 pot	PLK1 kinase inh	Rev-RRE block	CD11b adhes inh	FAK inh
CN(C(=O)COc1cccc(Br)c1)C1CCS(=O)(=O)C1 (stereo not drawn)	13	1	9	9	87	-8	11	-13	7
C=CCn1c(=N)c(C(=O)NCCCOC)cc2c(=O)n3cccc(C)c3nc21	-5	-4	-3	2	118[fluorescence artefact?]	-20	12	-14	4
COCCN1C(=O)C(O)=C(C(C)=O)C1c1ccc(F)cc1 (stereo not drawn)	1	7	14	30[fluorescence artefact?]	107	-12	8	1	9
CCOc1ccc(N2CC(C(=O)Nc3ccc(N4CCOCC4)cc3)CC2=O)cc1 (stereo not drawn)	4	/	-4	1	111[fluorescence artefact?]	-9	-5	/	1
O=C(CCN1CCN(c2ccc(F)cc2)CC1)Nc1ccc(F)cc1	16	-4	-3	-2	123	-3	-2	-11	0
COc1ccc(NC(=O)COn2nnc3ccc(Cl)cc32)cc1OC	2	-2	-2	9[fluorescence artefact?]	88	-9	16	-2	6
Cc1ccccc1OCc1nnc2n1CC(C)S2 (stereo not drawn)	-1	75	-5	-7	112	-10	11	5	-2
Cc1ccc(C)c(N2CCN(CCCNC(=O)Cn3cc4c(n3)CCC(C)C4)CC2)c1 (stereo not drawn)	-5	3	-7	-10	91	-10	11	4	3
O=C(Nc1ccccc1C(=O)NCCc1ccccc1)c1ccco1	6	2	-6	-5	113	-3	1	10	1
Cc1ccc(Cn2c(NS(=O)(=O)c3ccccc3)nc3ccccc32)cc1	-25	/	/	/	/	-10	12	/	3
CCOc1ccc(S(=O)(=O)Nc2cccc(C(=O)N3CCN(c4ccc(OC)cc4)CC3)c2)cc1	-15	-1	-3[fluorescence artefact?]	10[fluorescence artefact?]	75[fluorescence artefact?]	7	-1	30	4
C=C(C)COc1ccc(-c2n[nH]c(C)c2-c2ccc(OC)cc2)c(O)c1	-8	/	-1	-4	97	1	7	/	-1
Cn1ccnc1SCc1cn2cc(Br)ccc2n1	-28	-2	-3	-7	103	-1	9	-12	-1
CCOC(=O)C1=NN(c2cccc(C)c2)C2(S1)SC(C(C)=O)=C(C)N2c1ccccc1 (stereo not drawn)	-17	-2	5	11	79	-3	4	-51	-2
CCC(C)NC(=O)c1cc(C)no1 (stereo not drawn)	7	-1	6[fluorescence artefact?]	-1[fluorescence artefact?]	111[fluorescence artefact?]	1	1	4	-1
COc1ccc(S(=O)(=O)N2CCCC(C(=O)NCc3ccco3)C2)cc1Cl (stereo not drawn)	2	-2	-5	0	95	-9	-2	5	0
COc1ccc(OC)c(C2c3c(oc4ccccc4c3=O)C(=O)N2CCCN(C)C)c1 (stereo not drawn)	15	-4	-7	-6	118[fluorescence artefact?]	6	3	-12	-2
Cc1ccc(C2C3=C(CC(C)(C)CC3=O)Nc3onc(C)c32)cc1 (stereo not drawn)	-23	5	0	2	78	-12	15	-4	1
